# Source: PubChem
# SIRT5 inh – inhibitors of human sirtuin-5 desuccinylase | AID 652115 | actives 1.1% (n = 330,000) | inhibition, % at 15 µM | Purified SirT5, succinyl-peptide AMC, trypsin-coupled fluorescence; in the data active = inhibition above about 15%
# Target sequence (Q9NXA8 whole entry, looked up): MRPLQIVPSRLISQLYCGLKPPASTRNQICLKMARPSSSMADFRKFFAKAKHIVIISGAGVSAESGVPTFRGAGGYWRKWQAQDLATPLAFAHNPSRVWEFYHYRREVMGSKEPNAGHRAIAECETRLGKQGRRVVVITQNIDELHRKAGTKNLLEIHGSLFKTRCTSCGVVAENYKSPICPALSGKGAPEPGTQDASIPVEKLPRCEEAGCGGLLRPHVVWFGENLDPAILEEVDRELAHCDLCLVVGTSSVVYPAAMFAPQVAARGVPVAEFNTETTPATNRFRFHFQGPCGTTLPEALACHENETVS
# esBAF inh – inhibitors of esBAF chromatin remodeling in mouse ES cells; actives 2% (n = 350,000); AID 602393; reporter increase, % at 12.5 µM; Bmi1-luciferase knock-in reporter, 24 h; 100% = twice the neutral-well signal; in the data active = activation above about 40%;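 also: 0% = median of the plate's neutral control wells and 100% = double that signal; a rise in the Bmi1 reporter signal indicates esBAF inhibition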
# C2C12 statin – protects C2C12 myotubes from simvastatin toxicity; ATP luminescence, 48 h; scaled: DMSO 0, geranylgeraniol control 100; AID 602340; rescue of ATP level, % at 7.49 µM; actives 0.78% (n = 330,000);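 active = mean ATP rescue above about 67%, or every replicate alone reaching that limit, limit read from the data, passing the limit was not always enough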;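 also: myotubes were challenged with 10 µM simvastatin during compound exposure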
# miR122 inh – miR-122 inhibition in Huh7 cells; Huh7 miR-122 Renilla luciferase sensor, 48 h; neutral wells = 0, positive control = 100; activation (reporter increase), % at 12.5 µM; actives 0.3% (n = 340,000); AID 602342;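 active = mean replicate activation score at least 90 and every replicate individually at or above 90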;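 also: higher luciferase means less miR-122 activity so hits act as miR-122 inhibitors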
# ERp5 block – blocks human ERp5 reductase activity on insulin; AID 651711; ERp5 insulin aggregation, absorbance 650 nm, 90 min; Q15084; actives 0.05% (n = 350,000); inhibition, % at 9.99 µM;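 active = mean replicate inhibition above about 25%, with every replicate also reaching it, limit read from the data, passing the limit was not always enough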
# Target sequence (Q15084 whole entry, looked up): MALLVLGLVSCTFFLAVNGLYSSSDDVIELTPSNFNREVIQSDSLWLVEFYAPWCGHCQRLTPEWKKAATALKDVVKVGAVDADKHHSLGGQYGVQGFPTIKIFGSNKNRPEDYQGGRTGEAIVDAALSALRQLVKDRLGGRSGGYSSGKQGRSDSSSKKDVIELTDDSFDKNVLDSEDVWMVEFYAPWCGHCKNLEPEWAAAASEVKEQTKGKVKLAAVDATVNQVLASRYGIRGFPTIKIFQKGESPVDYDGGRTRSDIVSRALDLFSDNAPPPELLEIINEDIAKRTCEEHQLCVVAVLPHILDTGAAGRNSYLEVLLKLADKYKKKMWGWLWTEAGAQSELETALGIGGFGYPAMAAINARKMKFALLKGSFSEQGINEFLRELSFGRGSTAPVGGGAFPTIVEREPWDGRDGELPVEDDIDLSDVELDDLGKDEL
# ARNT-TACC3 inh – disrupts binding between human ARNT and TACC3 | actives 0.66% (n = 390,000) | inhibition, % at 9.99 µM | AID 623870 | AlphaScreen His-ARNT PAS-B/GST-TACC3 binding, luminescence; TACC3 fragment carries E629A point mutation | Q9Y6A5;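 active = mean inhibition of replicates at least 50% and at least half of replicates each reaching 50%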;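 also: 0% = complete ARNT plus TACC3 wells and 100% = ARNT alone without TACC3; many hits fall short of the cut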
# Cneo AK release – Cryptococcus neoformans lysis via adenylate kinase release. AID 651654. actives 0.2% (n = 360,000). C. neoformans lysis, adenylate kinase release luminescence, 4 h; normalised: neutral wells 0, clomiphene wells 100. lysis activity, % at 15 µM;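 active = mean lysis activity across replicates of at least 80%, whatever share of replicates individually reach that level; inactive = mean lysis activity below 80%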
#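 Assay system: C. neoformans cells. Amount: yeast cell density of 5 × 10^6 cells/mL. Technique: AK luminescence. Buffer or medium: YPD. Times: static 4 h at 37 °C with compound, 1 h detection. Dosing: single-point compound dose. Read-out: lysis from increased AK signal.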
# The depositor's hits bear a star; x = no result given; & = joins results of further samples; [ ] = dose if it differs, or a comment.
SMILES,SIRT5 inh,esBAF inh,C2C12 statin,miR122 inh,ERp5 block,ARNT-TACC3 inh,Cneo AK release
CC(C)CC#Cc1ccc2c(c1)O[C@H](CN(C)C(=O)Cc1ccccc1)[C@H](C)CN([C@@H](C)CO)S2(=O)=O,2,-3,-26,-12[16.7 µM],4,-19,5
Cc1nc(COC(=O)c2cc(O)c3ccccc3c2O)cs1,-4,x,x,x,3,1,x
Cc1ccc(N2CCN(C(=O)c3nn(C)c4c3CS(=O)(=O)c3ccccc3-4)CC2C)cc1 (stereo unspecified),-3,-2,8,-7,-4,6,x
O=C(Cc1n[nH]c(=O)c2ccccc12)NCc1ccc(Cl)cc1,7,4,4,0,6,x,3
CC(=O)n1cc([C@H]2C=C(C(=O)N3CCN(Cc4ccccc4)CC3)O[C@@H](OCCCCO)C2)c2ccccc21,0,x,x,-8,7,-14,0&-1
Cc1ccc(OCC(=O)Nc2ccncc2)cc1,-3,-5,-15,8,4,1,-2
COc1ccc2nc3ccccc3nc2c1N,-1,x,x,-4,1,x,-5
CCC(=O)N1c2ccc(S(=O)(=O)N3CCN(c4ccccc4Cl)CC3)cc2CC1C (stereo unspecified),3,0,12,x,0,-3,18
CCCn1c(SCC(=O)Nc2nnc(C)s2)nnc1C1CC1,1,x,x,x,-1,-10,-1
CCCC(=O)Nc1c(-c2ccc(C)cc2)c(=O)c2ccccc2n1C,-2,-5,-2,-1,-1,-4,2
O=C1OCCC1Sc1nc2ccccc2c(=O)n1-c1ccc(F)cc1 (stereo unspecified),1,-8,-1,0,3,-5,0
COCC1CCCCN1C(=O)C1CCN(c2nc(-c3ccccc3)nc3c2CCC3)CC1 (stereo unspecified),4,-1,14,-5,-8,4,-2
Cc1cccc(N2N=C(C(=O)N3CC(=O)Nc4ccccc43)CCC2=O)c1,-1,-7,5,8,1,-1,x
COc1ccc(CN(C)C[C@H]2OCCCC[C@@H](C)Oc3ccc(NC(=O)Nc4cccc5ccccc45)cc3C(=O)N([C@H](C)CO)C[C@@H]2C)cc1,-9,-7,x,-3[16.7 µM],2,5,-2
O=C(NCc1cccc(Cl)c1)c1ccc2c(c1)OCCO2,-1,40,19,-3,1,-8,-3
Cc1noc(C)c1NC(=O)Nc1ccc2c(c1)C(=O)N([C@@H](C)CO)C[C@H](C)[C@H](CN(C)C(=O)Nc1ccc(F)cc1)O2,-5,3,-9,-7[16.7 µM],2,0,0
C[C@@H]1CN([C@@H](C)CO)C(=O)c2cc(C#CCN(C)C)cnc2O[C@H]1CN(C)Cc1ccc(-c2ccccc2)cc1,-2&6,-4&-18,-3&-23,-23&-30[16.7 µM],0&2,3,-8&-10
COc1ccc(-c2nn(-c3ccccc3)cc2/C=C/C(=O)O)cc1[N+](=O)[O-],-3,0,-18,9,5,7,-8
Cc1ccc(NC(=O)c2csc(-c3ccccc3)c2C)cc1,x,-64,-64,-5,x,-4,1
COc1ccc(NC(=O)N2CCCC(C(=O)NC(C)C)C2)cc1 (stereo unspecified),x,-3,x,-8,x,-6,-6
Nc1cc[n+](CC(=O)c2ccc3c(c2)OCCO3)cc1,-6,-2,-174,-8,-6,-4,1
CC(=O)Nc1ccc(-c2ccnc3c2CC(C)(C(=O)Nc2cccc(OC(F)(F)F)c2)O3)cc1 (stereo unspecified),x,5,34,1,3,x,2
COC(=O)c1sc(S(=O)(=O)N2CCN(c3ccccc3)CC2)c(C(=O)OC)c1C,x,-9,1,15,x,-4,-1
NC(=O)C1CCN(CC(=O)Nc2ccccc2N2CCOCC2)CC1,x,4,1,-1,2,-19,0
COc1ccccc1-c1nnc2n1N=C(C(C)(C)C)CS2,x,3,7,9,x,-4,0
CCOC(=O)N1CCN(C(=O)c2cn(CC)c3ccc(S(=O)(=O)N4CCCC4)cc3c2=O)CC1,4,3,-8,3,-8,1,x
CCOc1ccc(NC(=O)CSc2nc3cccnc3n2CCOC)cc1,x,-5,39,1,x,-17,2
O=C(Cc1ccccc1)NCC(=O)OCC(=O)c1ccc(OC(=O)c2ccccc2)cc1,x,18,-6,-6,x,23,-2
CNS(=O)(=O)c1c(C)cc(C)c(N(C)S(=O)(=O)c2ccccc2)c1C,-1,x,x,26,-2,-4,x
COc1ccccc1/C=C/C(=O)OCC(=O)Nc1ccc2c(c1)OCO2,-1,6,-2,x,8,-6,-2
OC(CNCc1cccc(Cl)c1)c1ccccc1 (stereo unspecified),-3,x,x,x,-1,7,x
COc1ccc(C(C)NC(=O)Cc2cccs2)cc1 (stereo unspecified),0,-4,9,x,3,-4,1
C[C@@H]1CN([C@H](C)CO)C(=O)c2cc(-c3ccc(C(=O)N(C)C)cc3)cnc2O[C@@H]1CN(C)C,5,4,-2,14[16.7 µM],-3,-4,-4
COCCSc1nnc(NC(=O)C2CC(=O)N(CCc3ccc(F)cc3)C2)s1 (stereo unspecified),-9,-2,8,-2,1,11,0
CCN(CC(=O)Nc1ccc(OC)cc1)C(=O)c1oc2c(Cl)cccc2c1C,-1,-2,13,6,-2,1,0
CNC(=O)CN(c1cc(OCCOC)c(Cl)cc1Cl)S(=O)(=O)c1ccc(OC)cc1,-1,x,x,x,-2,-1,x
CC1=C([N+](=O)[O-])C(c2ccc(Cl)cc2)NC(=O)N1 (stereo unspecified),-5,-3,-1,-2,0,-4,2
O=C(NN=C1CCCC1)c1cc(-c2ccc(F)cc2)nc2ccccc12,-1,-11,0,1,-5,-4,-1
FC(F)(Cl)c1nnc2ccc(Cl)nn12,-4,x,x,x,7,-2,x
CC1CCN(C(=O)COC(=O)c2cc3ccccc3cc2O)CC1,x,10,3,-1,x,-3,-1
Cc1ccc(CNCc2ccco2)cc1,9,13,-14,2,-6,-3,-1
Cn1c(=O)oc2cc(S(=O)(=O)Nc3ccc4c(c3)OCCO4)ccc21,x,-8,13,9,x,-9,-1
COc1ccc(NC(=O)C(NS(=O)(=O)c2cccs2)C(C)C)cc1Cl (stereo unspecified),2,6,8,3,6,-4,-1
CCNC(=S)N(CCO)Cc1cc2cc3c(cc2[nH]c1=O)OCO3,-6,2,-10,-4,2,1,-1
COc1ccc(/C=N/NC(=O)Cn2c(Cc3ccc(OC)c(OC)c3)nc3ccccc32)cc1,x,x,x,-1,x,12,-5
CC(C)C#Cc1ccc2c(c1)O[C@@H](CN(C)S(C)(=O)=O)[C@@H](C)CN([C@H](C)CO)S2(=O)=O,8,7,2,20[16.7 µM],0,27,4
CCCNC(=O)N(C)C[C@H]1Oc2ncc(C#Cc3ccccc3F)cc2C(=O)N([C@@H](C)CO)C[C@H]1C,-3,-4,x,-5[16.7 µM],-6,-12,-2
COc1cccc(NC(=O)C2CCCN(S(=O)(=O)c3cccc4nsnc34)C2)c1 (stereo unspecified),x,2,-10,2,x,-2,0
CCCCN(C(=O)c1c(CC)noc1C)c1c(N)n(CCCC)c(=O)[nH]c1=O,3,-4,9,x,5,-4,x
CCN(CC)CCN1C(=O)C(=O)/C(=C(/O)c2cnn(-c3ccccc3)c2C)C1c1cccnc1 (stereo unspecified),x,-10,6,-1,x,7,37
O=C([C@@H]1[C@@H](CO)[C@@H]2Cn3c(ccc(C4=CCCCC4)c3=O)[C@H]1N2)N1CCCCC1,-22,-1,-3,x,-3,6,35
CCc1nc2cccnc2n1-c1ccc(CC(=O)NC(C)CC)cc1 (stereo unspecified),-7,1,-3,-6,6,6,-2
O=C1CCCN1Cc1ccccc1,-2,8,6,10,2,-3,-1
COc1ccc2nc(N3CCCC(C(=O)NCCCN4C(C)CCCC4C)C3)sc2c1 (stereo unspecified),-3,x,x,-5,4,0,-1
C/C(=N\NC(=O)c1ccccc1-n1cccc1)C1CC1,x,1,-13,22,x,-4,x
Nc1cccnc1Sc1cc(Cl)c(Cl)cc1Cl,x,1,35,40,x,-3,-3
COc1cc(NC(=O)C2C3C=CC(C3)C2C(=O)O)c(OC)cc1Cl (stereo unspecified),0,1,3,9,3,7,0
CCNC(=S)N1CCc2cc(OC)c(OC)cc2C1COc1ccc(OC)cc1 (stereo unspecified),-3,x,x,x,9,-7,x
O=C(N/N=C/c1ccccc1)c1ccc(N2CCOCC2)c([N+](=O)[O-])c1,1,x,x,x,-3,2,x
COc1ccc(C(C(=O)NCC2CCCO2)N(C(=O)CNC(=O)c2ccco2)c2ccccc2)cc1OC (stereo unspecified),-2,-2,-1,-3,-1,-1,-2

# Quoted at random: four compounds from above.
SMILES,SIRT5 inh,esBAF inh,C2C12 statin,miR122 inh,ERp5 block,ARNT-TACC3 inh,Cneo AK release
CCNC(=S)N1CCc2cc(OC)c(OC)cc2C1COc1ccc(OC)cc1 (stereo unspecified),-3,x,x,x,9,-7,x
CCc1nc2cccnc2n1-c1ccc(CC(=O)NC(C)CC)cc1 (stereo unspecified),-7,1,-3,-6,6,6,-2
CCCCN(C(=O)c1c(CC)noc1C)c1c(N)n(CCCC)c(=O)[nH]c1=O,3,-4,9,x,5,-4,x
O=C(N/N=C/c1ccccc1)c1ccc(N2CCOCC2)c([N+](=O)[O-])c1,1,x,x,x,-3,2,x

# A second format for 3 compounds above:
C/C(=N\NC(=O)c1ccccc1-n1cccc1)C1CC1
  SIRT5 inh = x | esBAF inh = 1 | C2C12 statin = -13 | miR122 inh = 22 | ERp5 block = x | ARNT-TACC3 inh = -4 | Cneo AK release = x

O=C([C@@H]1[C@@H](CO)[C@@H]2Cn3c(ccc(C4=CCCCC4)c3=O)[C@H]1N2)N1CCCCC1
  SIRT5 inh = -22 | esBAF inh = -1 | C2C12 statin = -3 | miR122 inh = x | ERp5 block = -3 | ARNT-TACC3 inh = 6 | Cneo AK release = 35

Nc1cccnc1Sc1cc(Cl)c(Cl)cc1Cl
  SIRT5 inh = x | esBAF inh = 1 | C2C12 statin = 35 | miR122 inh = 40 | ERp5 block = x | ARNT-TACC3 inh = -3 | Cneo AK release = -3

# Following part.
SMILES,SIRT5 inh,esBAF inh,C2C12 statin,miR122 inh,ERp5 block,ARNT-TACC3 inh,Cneo AK release
C[C@H]1CN([C@@H](C)CO)C(=O)c2cc(NC(=O)c3ccncc3)ccc2O[C@@H]1CN(C)C,-1,-3,3,-2[16.7 µM],-1,-3,0
O=C1CC(N2CCN(c3ccccn3)CC2)C(=O)N1c1ccc(F)cc1 (stereo unspecified),0,x,x,-1,1,-4,-1
N#Cc1c2ccc(OCC(N)=O)cc2n2ccccc12,1,1,15,-5,-2,14,-2
COc1cccc(OC)c1C(=O)Nc1ccc(Br)c(C(=O)c2ccccc2)c1,-2,-2,-38,-2,-12,0,-2
CCCOC(=S)Nc1ccccc1,x,x,x,1,x,1,7
COCCN1C(=O)N(c2cccc(OC)c2)C(=O)C1CC(=O)Nc1cccc(F)c1 (stereo unspecified),-4,7,0,2,0,0,2
COc1ccc(COC(=O)c2ccc(S(=O)(=O)N3CCC(C)CC3)cc2)cc1,4,-6,-6,-2,5,-7,0
Cc1nn(CC(=O)NCCCc2ccccc2)c(=O)c2cc3occc3n12,-3,-2,3,0,-3,-1,-1
CC(=O)N1CCC(=NNC(=O)c2cc3ccccc3cc2O)CC1,-2,34,25,-10,8,-2,-3
C=CCNCCCOc1ccc(C(C)(C)c2ccccc2)cc1,-8,x,x,-8,4,3,2
CO[C@H]1CN(C)C(=O)c2ccc(NS(=O)(=O)c3cccc(F)c3)cc2OC[C@@H](C)N(C(=O)Cc2cccnc2)C[C@@H]1C,x,2,-4,x,1,1,1
COc1ccc2nc(NC(=O)c3cnccn3)sc2c1,x,-16,x,15,x,2,-12
CCOC(=O)c1coc(C(=O)OCC)c1C(=O)OCC,-2,2,-1,x,-8,6,-1
O=c1c2ccccc2cnn1Cc1ccc(Br)cc1F,2,8,-17,0,4,3,-3
CCC(=O)N1C[C@H](C)[C@H](OC)CN(C)C(=O)c2cc(NC(=O)c3cnccn3)ccc2OC[C@@H]1C,x,0,2,2[16.7 µM],x,x,x
Cn1c2ccccc2c2cnn(CC(=O)Nc3ccc(Cl)cc3)c(=O)c21,-6,-10,-2,0,5,-3,x
CCOc1ncccc1C(=O)OCC(=O)Nc1cc(C)ccc1C,x,-4,1,-6,x,-11,-5
CCCC(=O)OCCNc1cc(Sc2nc3ccccc3[nH]2)c2nonc2c1[N+](=O)[O-],x,x,x,-25,x,-2,-16
C[C@@H]1CCCCO[C@@H](CN(C)C(=O)Nc2ccc(F)cc2)[C@H](C)CN([C@@H](C)CO)C(=O)c2cc(NS(C)(=O)=O)ccc2O1,-3,1,x,4[16.7 µM],4,-5,0
Cc1ccc(CN2CCNC(=O)C2CC(=O)O)cc1 (stereo unspecified),-2,-8,-6,-2,5,-3,1
